SKKanGAS inh = inhibitors of SKKanGAS S. pyogenes growth in kanamycin (SK-promoter or general growth effect) | BacTiter-Glo, 6 h | inhibition, % at 7.5 µM | actives 1.3% (n = 300,000) | AID 1662;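 active means mean replicate score, as percent of positive control median, at least 50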;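 further: strain carries kanamycin resistance gene driven by streptokinase promoter and grows in 40 µg/ml kanamycin; loss of luminescence reflects streptokinase promoter inhibition or plain growth inhibition; 0% = median of DMSO wells and 100% = positive control at its reference dose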
RGS4 pot = potentiators or activators of RGS4; actives 0.92% (n = 310,000); B-score at 10 µM; HEK293 M3R/inducible RGS4, carbachol calcium flux Fluo4; stronger effect = lower value;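 active means B-score of the integrated calcium signal more than 4 SD below the library mean, with starting fluorescence not abnormally high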;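 further: negative B-score means reduced calcium response which marks RGS4 activation or potentiation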
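Assay system: HEK293 FlpIn-TREx cells, stable M3R, doxycycline-inducible RGS4 / Probe or stimulus: carbachol, ECmax concentration / Times: overnight RGS4 induction, 30 min dye load 37 °C, 20 min compound RT / Signal: kinetic calcium fluorescence imaging with Fluo4-AM dye, 2 µM / Measure: Agonist-evoked peak-minus-minimum fluorescence over baseline, integrated ratio, B score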
ANO1 block = inhibitors of mouse TMEM16A calcium-activated chloride channel; HEK293 TMEM16A/YFP iodide influx fluorescence, ionomycin; normalized B-score (activity score, 25-100; higher = stronger inhibition) at 10 µM; actives 1.2% (n = 310,000);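 active means ratio plate-corrected score three or more library SD toward inhibition, starting fluorescence score within five deviations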;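 further: score derived from kinetic fluorescence span divided by baseline fluorescence per well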
KCNK9 block = blocks the human KCNK9 two-pore domain potassium channel | Q9NPC2 | actives 1.2% (n = 310,000) | AID 488922 | B-score at 10 µM | HEK293 KCNK9, FluxOR thallium flux fluorescence; stronger effect = lower value;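 active means ratio B-score over 3 SD below the library mean, with starting fluorescence within 5 SD of its mean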;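 further: negative B-score means less thallium flux so channel inhibition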
KCNQ1 pot = potentiates or activates the human KCNQ1 potassium channel | CHO-K1 KCNQ1, thallium flux FluxOR fluorescence; stronger effect = higher value | B-score at 10 µM | actives 0.35% (n = 310,000);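 active means fluorescence ratio B-score, a plate-corrected score, at least three library SD, with initial intensity B-score within 5 SD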
Target sequence (P51787 whole entry, looked up): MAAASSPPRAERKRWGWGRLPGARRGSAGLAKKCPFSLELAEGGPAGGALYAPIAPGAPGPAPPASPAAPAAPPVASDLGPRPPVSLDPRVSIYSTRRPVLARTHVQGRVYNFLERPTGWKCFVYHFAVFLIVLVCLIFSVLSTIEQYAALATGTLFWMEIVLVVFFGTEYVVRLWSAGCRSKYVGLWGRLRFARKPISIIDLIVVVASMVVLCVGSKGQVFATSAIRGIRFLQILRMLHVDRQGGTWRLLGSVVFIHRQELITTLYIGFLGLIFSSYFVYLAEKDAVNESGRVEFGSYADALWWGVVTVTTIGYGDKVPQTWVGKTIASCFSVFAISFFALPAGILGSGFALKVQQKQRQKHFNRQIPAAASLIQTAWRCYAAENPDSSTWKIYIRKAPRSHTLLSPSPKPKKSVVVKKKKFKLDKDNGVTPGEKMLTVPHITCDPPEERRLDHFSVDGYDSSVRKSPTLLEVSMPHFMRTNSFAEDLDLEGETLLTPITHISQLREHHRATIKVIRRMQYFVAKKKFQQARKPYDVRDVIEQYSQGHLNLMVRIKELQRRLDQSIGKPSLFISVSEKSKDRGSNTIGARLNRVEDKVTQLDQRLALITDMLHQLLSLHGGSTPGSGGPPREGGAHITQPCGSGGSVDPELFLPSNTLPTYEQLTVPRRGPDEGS
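System: Stable KCNQ1 CHO-K1 line | Incubation: 90 min dye loading and 20 min compound exposure, both at room temperature | Measure: Ratio B score | Medium: Assay buffer for compound exposure, DMSO matched across wells | Compound dosing: Single-concentration screen | Probe or stimulus: K+/Tl+ depolarizing stimulus | Measured by: Kinetic FluxOR fluorescence, 10 s baseline plus 110 s post-stimulus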
hERG rescue = compounds protecting human hERG from proarrhythmic drug block. Q12809. CHO-hERG, FluxOR thallium flux, dofetilide IC70 present. activation (rescue from dofetilide block), less the hit threshold, % at 10 µM. actives 0.51% (n = 310,000);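 active means activation above the mean of controls blocked by dofetilide plus 5 SD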;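 further: thallium influx through hERG after potassium depolarization seen as dye fluorescence rise; in these data hits start at about 4.7%; inactives centre near -7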
HDAC3 inhib = blocks human histone deacetylase 3. AID 2718. O15379. recombinant HDAC3, fluorogenic peptide/trypsin coupled, fluorescence. actives 0.15% (n = 320,000). inhibition, % at 8.3 µM; in the data active means inhibition above about 26%, passing the limit was not always enough
TMEM16A act = mouse TMEM16A channel activation, primary screen; Q8BHY3; HEK293 TMEM16A/YFP-H148Q/I152L, iodide quench fluorescence; stronger effect = lower value; B-score at 10 µM; actives 0.3% (n = 340,000);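 active means fluorescence-ratio B-score plate-corrected deviation score at least 3 library SD below zero, with starting fluorescence score within 5 deviations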;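 further: channel opened by trigger with iodide after compound preincubation; score built on the fluorescence ratio of max minus min over baseline; more negative score means more quench and so TMEM16A activation or potentiation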
KCNQ1 block = blocks the human KCNQ1 potassium channel; CHO-K1 KCNQ1, FluxOR thallium flux fluorescence; stronger effect = higher value; P51787; actives 1.3% (n = 310,000); B-score at 10 µM; AID 2642;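 active means compounds whose thallium flux B-score, printed positive for inhibition, exceeds three library SD while starting fluorescence stays within three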;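 further: channel opened by potassium depolarization with thallium stimulus after 20 min compound exposure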
KCNK3 block = human KCNK3 channel inhibition, primary screen | O14649 | CHO-KCNK3 thallium flux, FluxOR fluorescence; stronger effect = lower value | B-score at 10 µM | actives 0.84% (n = 340,000) | AID 602410;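 active means B-score under library mean minus 4 SD, starting fluorescence ratio at most library mean plus 5 SD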;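 further: more negative B-score means stronger inhibition of thallium flux through KCNK3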
Target sequence (O14649 whole entry, looked up): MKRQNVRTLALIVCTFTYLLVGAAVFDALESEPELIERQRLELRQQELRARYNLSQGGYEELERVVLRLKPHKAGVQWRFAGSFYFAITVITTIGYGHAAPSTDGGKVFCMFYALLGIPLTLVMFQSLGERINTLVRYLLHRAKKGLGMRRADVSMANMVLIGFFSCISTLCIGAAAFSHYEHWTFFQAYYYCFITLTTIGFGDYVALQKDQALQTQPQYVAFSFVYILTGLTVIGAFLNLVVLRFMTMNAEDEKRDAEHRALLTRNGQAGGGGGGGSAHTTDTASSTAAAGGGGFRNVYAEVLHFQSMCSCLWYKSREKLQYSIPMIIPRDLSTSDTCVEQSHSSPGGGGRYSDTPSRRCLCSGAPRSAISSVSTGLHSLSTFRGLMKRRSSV
RGS4 block = human RGS4 inhibition; HEK293 M3R/RGS4 inducible, Fluo-4 calcium flux; stronger effect = higher value; triggered by carbachol at its EC20; actives 0.45% (n = 310,000); B-score at 10 µM; AID 463165; P49798;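 active means B-score, a plate-corrected calcium signal, over three deviations above library mean, with baseline fluorescence within five deviations of library mean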;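 further: RGS4 expression induced by doxycycline in cells with stable M3 receptor; B-score is computed from the integrated fluorescence ratio over baseline after carbachol; higher B-score means a larger calcium signal and so more RGS4 inhibition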
* = called active by the depositor; i = inactive; x = not tested or not shown.

SMILES	SKKanGAS inh	RGS4 pot	ANO1 block	KCNK9 block	KCNQ1 pot	hERG rescue	HDAC3 inhib	TMEM16A act	KCNQ1 block	KCNK3 block	RGS4 block
COCCN(C(=O)Nc1ccc(OC)cc1OC)C1CCN(C(C)C)CC1	-1	i	i	i	i	2	0	i	i	i	i
CCOC(=O)c1cnn(-c2ccccc2)c1NC(=O)c1ccccc1C	9	i	i	i	i	-1	1	i	i	i	i
Cc1cc(C)c2c(N)c(C(=O)Nc3nccs3)sc2n1	14	i	i	i	i	-12	-8	i	i	i	i
COc1ccccc1-c1nnc2sc(COc3ccc(Cl)cc3Cl)nn12	31	i	i	i	i	-12	-7	i	i	i	i
CCc1cccc(CC)c1NC(=O)CSc1nc2ccc(N3C(=O)C4C5C=CC(C5)C4C3=O)cc2s1 (configuration not stated)	-1	i	i	i	i	-15	7	i	i	i	i
CCNc1ccc(C(=O)OCC(=O)NCCN2C(=O)CSC2=O)cc1[N+](=O)[O-]	8	i	i	i	i	3	5	i	i	i	i
O=C1CCN(Cc2ccccc2)CCN1[C@H](COc1ccccc1)Cc1ccccc1	1	i	i	i	i	-2	7	i	i	i	i
O=C(N/C(=C\c1cccc([N+](=O)[O-])c1)C(=O)N1CCOCC1)c1ccc([N+](=O)[O-])cc1	0	i	i	i	i	-10	10	i	i	i	i
Nc1ccc(S(=O)(=O)N2CCOCCOCCOCCOCCOCC2)cc1	-2	i	i	i	i	-5	1	i	i	i	i
COC(=O)Cc1cc(C)cc2c(=O)cc(-c3ccoc3)oc12	9	i	i	i	i	-4	-4	i	i	i	i
COc1cc2c(cc1OC)CN(C(=O)c1cc(Cl)nc(Cl)c1)CC2	1	i	i	i	i	-6	5	i	i	i	i
O=C(Nc1cccnc1)c1ccc(COc2ccccc2Br)cc1	-2	i	i	i	i	-9	7	i	i	i	i

Exported with two lines to a compound: 5 of the compounds above.
Order of values – SKKanGAS inh | RGS4 pot | ANO1 block | KCNK9 block | KCNQ1 pot | hERG rescue | HDAC3 inhib | TMEM16A act | KCNQ1 block | KCNK3 block | RGS4 block
- O=C1CCN(Cc2ccccc2)CCN1[C@H](COc1ccccc1)Cc1ccccc1
 : 1 | i | i | i | i | -2 | 7 | i | i | i | i
- CCOC(=O)c1cnn(-c2ccccc2)c1NC(=O)c1ccccc1C
 : 9 | i | i | i | i | -1 | 1 | i | i | i | i
- COc1ccccc1-c1nnc2sc(COc3ccc(Cl)cc3Cl)nn12
 : 31 | i | i | i | i | -12 | -7 | i | i | i | i
- Cc1cc(C)c2c(N)c(C(=O)Nc3nccs3)sc2n1
 : 14 | i | i | i | i | -12 | -8 | i | i | i | i
- CCc1cccc(CC)c1NC(=O)CSc1nc2ccc(N3C(=O)C4C5C=CC(C5)C4C3=O)cc2s1 (configuration not stated)
 : -1 | i | i | i | i | -15 | 7 | i | i | i | i

(listing goes on)
SMILES	SKKanGAS inh	RGS4 pot	ANO1 block	KCNK9 block	KCNQ1 pot	hERG rescue	HDAC3 inhib	TMEM16A act	KCNQ1 block	KCNK3 block	RGS4 block
O=C(Nc1ccc(OC(F)(F)F)cc1)Oc1ccccc1N1CCCCC1	10	i	i	i	i	-19	0	i	9*	i	i
O=C(CCN1C(=O)c2ccccc2C1=O)NCCC1=CCCCC1	1	i	i	i	i	-4	2	i	i	i	i
CCOC(=O)c1cnc(SCc2nc(N)nc(Nc3ccc(F)cc3)n2)nc1N	0	i	i	i	i	-17	-2	i	i	i	i
CN(CCc1ccccn1)C(=O)c1ccc(OC2CCN(Cc3ccccn3)CC2)cc1	15	i	i	i	i	-1	-5	i	i	i	i
N#Cc1nc(Cc2ccccc2)oc1NCc1ccccc1	1	i	i	i	i	-16	5	i	i	i	i
Cc1nnc(SC(C)C(=O)NC2CCCc3ccccc32)n1-c1ccccc1 (configuration not stated)	1	i	i	i	i	-5	-13	i	i	i	i
C#CCCOC(=O)N1C2=NC(C(=O)OC)=C(C(=O)OC)[C@@H]3Nc4ccccc4[C@]23C[C@H]1C(=O)OC	3	i	i	i	i	-6	-3	i	i	i	i
CCOC(=O)c1nn(-c2ccc(C)c(C)c2)c(=O)c2c(N)scc12	17	i	i	i	i	-7	9	i	i	i	i
COc1cc(NC(C)=O)c2ncccc2c1NC(C)=O	-4	i	i	i	i	-5	3	i	i	i	i
COc1ccc(Br)c(-c2nc(CS(=O)(=O)c3ccc(F)cc3)no2)c1	-4	i	i	i	i	-6	0	i	i	i	i
Cc1noc(C)c1-c1ccc2nc[nH]c(=O)c2c1	1	i	i	i	i	-5	8	i	i	i	i
Cc1ccc(Cn2ccc(NC(=O)c3noc4c3CCc3ccccc3-4)n2)cc1	4	i	i	i	i	-6	-3	i	i	i	i
Cc1csc(NC(=O)c2ccc(S(=O)(=O)N3CCCC3)cc2)n1	-2	i	i	i	i	-15	6	i	i	i	i
Cc1cccc2nc3ccccc3cc12	1	i	i	i	i	-6	2	i	i	i	i
CCn1cc(S(=O)(=O)NCCc2ccc(F)cc2)cn1	-6	i	i	i	i	-6	-6	i	i	i	i
COC(=O)c1sc(S(=O)(=O)N2CCN(c3ccc(OC)cc3)CC2)c(C(=O)OC)c1C	6	i	i	i	i	-15	-1	i	i	i	i
COc1cccc(-c2nnc(Nc3nc4c(F)cccc4s3)o2)c1	68*	i	i	i	35*	40*	-3	i	i	i	i
COc1ccc(CNC(=O)C(c2ccco2)N(C(=O)Cc2cccs2)c2cccnc2)cc1 (configuration not stated)	3	i	i	i	i	-15	-7	i	i	i	i
CCS(=O)(=O)c1nc(S(=O)(=O)c2ccc(Cl)cc2)c(NCc2ccco2)s1	-1	i	i	i	i	-8	-4	i	i	i	i
COc1ccc(N2C(=O)c3ccc(C(=O)Nc4ccccc4OC)cc3C2=O)cc1	8	i	i	i	i	-11	-5	i	i	i	i
CCOc1ccccc1N(C)C(=O)c1nn(-c2ccc(OC)cc2OC)c(=O)c2ccccc12	-6	i	i	i	i	-7	0	i	i	i	i
Cc1ccc(N=Nc2c(N)nn3c(C)cc(C)nc23)cc1	-5	i	i	i	i	-5	0	i	i	i	i
CCOc1cc(C2C(C(=O)c3ccco3)=C(O)C(=O)N2CCc2ccccc2)ccc1O (configuration not stated)	5	i	i	i	i	-7	8	i	i	i	i
CCOc1ccc(S(=O)(=O)NCCC(=O)N2CCCN(C)CC2)cc1	-10	i	i	i	i	-11	-2	i	i	i	i
COc1cc(C(CC(=O)N2CCCC2)c2c(OC)cc(OC)c3ccc(=O)oc23)cc(OC)c1OC (configuration not stated)	1	i	i	i	i	-6	7	i	i	i	i
CCOc1ccc2cc(C3CC(c4ccco4)=NN3S(=O)(=O)c3ccccc3)c(Cl)nc2c1 (configuration not stated)	17	i	i	i	i	-11	12	i	i	i	i
CC(C)(C)NC(=O)C1Cc2ccccc2CN1C(=O)Nc1ccccc1Cl (configuration not stated)	3	i	i	i	i	-4	-6	i	i	i	i
CC(C)C(=O)OCc1cn(-c2ccc(Cl)c(Cl)c2)nn1	-11	i	i	i	i	-2	8	i	i	i	i
CCCCOc1ccc(CSc2n[nH]c(C)n2)cc1	8	i	i	i	i	-16	2	i	i	i	i
CN(C)C(=O)c1cc(C(=O)c2ccccc2C(F)(F)F)c[nH]1	3	i	i	i	i	-12	6	i	i	i	i
Cn1nnc(NC(=O)c2ccc(C(C)(C)C)cc2)n1	-3	i	i	i	i	4	2	x	i	i	i
O=C(N=C1SC2CS(=O)(=O)CC2N1Cc1ccccc1Cl)C1CC1 (configuration not stated)	1	i	i	i	i	-7	0	i	i	i	i
CC(C)CC1Nc2ccc(C(=O)NCc3ccc4c(c3)OCO4)cc2NC1=O (configuration not stated)	-6	i	i	i	i	-7	-3	i	i	i	i
COc1ccc(C(=O)N/N=C/C(=O)c2ccccc2)cc1	5	i	x	i	i	-6	x	i	i	i	i
Cc1ccc2cc(C=O)c(N(C)C)nc2c1	2	i	i	i	i	-9	2	i	i	i	i
NS(=O)(=O)c1ccc(NC(=O)CN2CCCC2)cc1	-12	i	i	i	i	-7	3	i	i	i	i
N#CCCC(CCC#N)(CCC#N)c1cc[n+](CCc2ccccn2)cc1	1	i	i	i	i	-1	0	i	i	i	i
O=C(Nc1ccc(Oc2ccccc2)cc1)C1CCN(c2c3c(nc4ncnn24)CCC3)CC1	13	-12*	i	i	i	-16	8	i	i	i	i
CC(C)c1ccc(S(=O)(=O)NCc2ccc3c(c2)OCO3)cc1	-6	i	i	i	i	-12	-6	i	i	i	i
O=C(CCc1ccc(O)cc1)c1c(O)cc(O)cc1O	2	i	25*	i	i	-33	-1	i	i	i	i
O=C(/C=C/c1ccccc1)N/C(=C/c1ccccc1)C(=O)Nc1cccc(C(=O)O)c1	2	i	i	i	i	-3	15	i	i	i	i
CCC(C)NC(=O)COc1ccc(S(=O)(=O)N2CCOCC2)cc1 (configuration not stated)	-4	i	i	i	i	-2	-14	i	i	i	i
Cc1cccc(N2CCN(C(c3cccs3)c3nnnn3C(C)(C)C)CC2)c1C (configuration not stated)	16	i	i	i	i	-3	0	i	i	i	i

Record cards, from the list above.
Record of O=C(Nc1ccc(Oc2ccccc2)cc1)C1CCN(c2c3c(nc4ncnn24)CCC3)CC1 : SKKanGAS inh = 13; RGS4 pot = -12*; ANO1 block = i; KCNK9 block = i; KCNQ1 pot = i; hERG rescue = -16; HDAC3 inhib = 8; TMEM16A act = i; KCNQ1 block = i; KCNK3 block = i; RGS4 block = i
Record of CC(C)c1ccc(S(=O)(=O)NCc2ccc3c(c2)OCO3)cc1 : SKKanGAS inh = -6; RGS4 pot = i; ANO1 block = i; KCNK9 block = i; KCNQ1 pot = i; hERG rescue = -12; HDAC3 inhib = -6; TMEM16A act = i; KCNQ1 block = i; KCNK3 block = i; RGS4 block = i
Record of O=C(/C=C/c1ccccc1)N/C(=C/c1ccccc1)C(=O)Nc1cccc(C(=O)O)c1 : SKKanGAS inh = 2; RGS4 pot = i; ANO1 block = i; KCNK9 block = i; KCNQ1 pot = i; hERG rescue = -3; HDAC3 inhib = 15; TMEM16A act = i; KCNQ1 block = i; KCNK3 block = i; RGS4 block = i

Bioassay records (PubChem BioAssay)
